TrxR1 substrate: is turned over as a substrate by rat TrxR1; O89049; purified TrxR1 substrate turnover, NADPH consumption readout; Potency, µM (top dose mostly 114 µM), inactives show at the highest dose activity change, negative = substrate turnover; actives 0.01% (n = 390,000); AID 588456; further: potency means the concentration at half of the fitted maximal effect; on the % scale 0 is the no-effect control and ±100 the full control effect; nearly all actives have a fitted effect of over 50% in size
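Rat TrxR1, dispensed at 90 nM, was prereduced with 400 uM NADPH (final) for 5 min at ~22 deg C, then incubated with compound 15 min before 400 uM selenite. A first-read NADPH fluorescence drop versus no-compound background flagged substrates.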
PI4K2A inh: blocks human PI4K2A kinase activity | Q9BTU6 | purified PI4K2A, ADP-Glo luminescence, 1 h; stronger effect = lower value | activity change, negative = inhibition, % at 76.9 µM | actives 0.13% (n = 420,000); in the data active means activity change below about -50%; inconclusive means mostly about -30% to -49%;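 further: -100% = wells without enzyme as full effect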
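PI4K2A activity was measured by ADP-Glo luminescence: enzyme (4 ug/mL stock) and phosphatidylinositol (1.2 mM stock) in Tris pH 7.5/MgCl2/EGTA/Triton X-100 buffer were reacted with ATP (300 microM stock) for one hour at ambient temperature.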
Tb PGK inh: T. brucei PGK inhibition | P07378 | PGK/GAPDH coupled, Kinase-Glo luminescence, 60 min | Potency, µM (top dose mostly 57.5 µM), without a hit: at the top dose activity change, negative = inhibition, hits mostly inhibitors | actives 0.043% (n = 380,000) | AID 602233; further: potency means the concentration at half of the fitted maximal effect; on the % scale 0 is the no-effect control and ±100 the full control effect; nearly all actives have a fitted effect of over 60% in size
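Luminescent ATP detection (Kinase-Glo Plus) follows a 60-minute room-temperature incubation, with wells lacking PGK as controls. Buffer: 100 mM TEA (pH 7.6), 5 mM MgCl2, 0.01% Tween-20. Coupling enzyme GAPDH (100 nM final) supplies unstable 1,3-BPG in-well.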
HP1b binding inh: inhibitors of HP1-beta chromodomain binding to methylated histone tails. AlphaScreen HP1-beta / biotin-H3K9me3 peptide binding. Potency, µM (titrated, usually from 114 µM), inactives show at the highest dose activity change, negative = inhibition, usual class: inhibitors. actives 0.56% (n = 390,000); further: potency means the concentration at half of the fitted maximal effect; nearly all actives have a fitted effect of over 70% in size; inactives centre near 23
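AlphaScreen: HP1-beta (50 nM) preformed 30 min with biotin-H3(1-18)K9me3 peptide (50 nM) in PBS pH 7.4, 0.01% Tween-20. Compound added for 30 min at RT, then streptavidin donor/nickel chelate acceptor beads (10 ug/mL) for 30 min.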
mIDH1 inhibitor: inhibitors of human mutant IDH1 R132H | Potency, µM (doses to about 76.6 µM), without a hit: top-dose activity change, negative = inhibition, hits mostly inhibitors | IDH1-R132H enzyme, NADPH consumption, diaphorase/resazurin fluorescence | AID 602179 | actives 0.093% (n = 390,000); further: potency means the concentration at half of the fitted maximal effect; on the % scale 0 is the no-effect control and ±100 the full control effect; nearly all actives have a fitted effect of over 65% in size
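IDH1-R132H (0.5 ug/mL) preincubated 30 min with compound, then NADPH (0.016 mM) and alpha-KG (2 mM) added; 80 min at RT, pH 7.5. Remaining NADPH coupled via diaphorase/resazurin to fluorescence (540/590 nm); concentration-response curves normalized to no-enzyme control.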
TrxR1 inh: blocks rat thioredoxin reductase 1; O89049; recombinant rTrxR1, NADPH fluorescence consumption, selenite substrate; Potency, µM (doses to about 114 µM), for the others: at the highest dose activity change, negative = inhibition, most hits filed as inhibitors; actives 1% (n = 390,000); AID 588453; further: potency means the concentration at half of the fitted maximal effect; on the % scale 0 is the no-effect control and ±100 the full control effect; nearly all actives have a fitted effect of over 65% in size
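Rat TrxR1 (90 nM in the dispensed reagent) was pre-reduced with 400 uM NADPH for 5 min at room temperature, then incubated with compound for 15 min. After 400 uM selenite was added, NADPH fluorescence (Ex 340/Em 450 nm) was followed for 8 min.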
GLS inh: inhibitors of human glutaminase (GLS) | actives 0.21% (n = 410,000) | Potency, µM (series often up to 45.5 µM), for the others: at the top dose activity change, negative = inhibition, hits mostly inhibitors | GLS enzymatic activity, qHTS titration | O94925; further: potency means the concentration at half of the fitted maximal effect; on the % scale 0 is the no-effect control and ±100 the full control effect
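hKGA in 45 mM KH2PO4 (pH 8.2), 0.02% Tween-20 with compound, then 1mM L-Glutamine (stock as added) plus glutamate oxidase/HRP/Amplex red coupling mix. Fluorescence read initially and after 30 min at RT; signal change reflects glutamate formation.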
USP1-UAF1 inh: blocks the human USP1/UAF1 deubiquitinase complex. O94782. recombinant USP1/UAF1, Ub-Rhodamine cleavage fluorescence. Potency, µM (titrated, usually from 57.1 µM), for the others: at the highest dose activity change, negative = inhibition, hits mostly inhibitors. actives 0.23% (n = 390,000); further: potency means the concentration at half of the fitted maximal effect; on the % scale 0 is the no-effect control and ±100 the full control effect; nearly all actives have a fitted effect of over 60% in size; inactives centre near -12
Target sequence (O94782 whole entry, looked up): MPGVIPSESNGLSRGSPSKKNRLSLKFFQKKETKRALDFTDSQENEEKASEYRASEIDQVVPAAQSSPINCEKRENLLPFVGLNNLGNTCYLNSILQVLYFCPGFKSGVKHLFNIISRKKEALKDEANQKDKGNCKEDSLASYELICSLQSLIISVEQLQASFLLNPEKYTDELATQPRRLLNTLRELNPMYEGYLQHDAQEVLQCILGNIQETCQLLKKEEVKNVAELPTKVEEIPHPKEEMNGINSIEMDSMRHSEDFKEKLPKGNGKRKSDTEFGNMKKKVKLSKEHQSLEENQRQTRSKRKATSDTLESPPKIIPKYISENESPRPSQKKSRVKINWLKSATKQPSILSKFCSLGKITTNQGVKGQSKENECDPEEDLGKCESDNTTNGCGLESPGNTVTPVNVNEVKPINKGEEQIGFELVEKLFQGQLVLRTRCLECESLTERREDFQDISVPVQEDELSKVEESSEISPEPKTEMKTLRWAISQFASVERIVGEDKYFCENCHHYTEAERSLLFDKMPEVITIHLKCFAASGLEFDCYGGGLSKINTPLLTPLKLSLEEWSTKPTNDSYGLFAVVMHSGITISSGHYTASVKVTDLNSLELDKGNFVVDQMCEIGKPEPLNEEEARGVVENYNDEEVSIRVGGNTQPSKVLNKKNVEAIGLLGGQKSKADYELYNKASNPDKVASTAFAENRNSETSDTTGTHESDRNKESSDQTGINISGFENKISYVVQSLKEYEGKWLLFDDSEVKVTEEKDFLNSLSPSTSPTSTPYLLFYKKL
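1 nM enzyme complex + cpd, 15 min RT; start with Ub-Rho 150nM final; kinetic fluorescence ex 480/em 540, 6 reads q60 s. Buffer 50mM HEPES pH 7.8, 0.5mM EDTA, 0.1 mg/ml BSA, 1mM TCEP, 0.01% Tween-20.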
Pin1 inhibitor: human Pin1 inhibition | Q13526 | Pin1 FP peptide displacement, HiFluor488, 10 min | Potency, µM (doses to about 115 µM), for inactives: at the highest dose activity, negative = inhibition, usual class: inhibitors | actives 0.009% (n = 390,000); active means well fitted inhibition curve with a large enough effect in the polarisation, with a control signal flat, not every such curve was filed as active; inconclusive means small, poorly fitted or top-dose-only effect, or effect the other way, or a change in a side signal; inactive means no such curve, though single readings can be large or run the other way; the % refers to the polarisation; further: potency means the concentration at half of the fitted maximal effect; on the % scale 0 is the no-effect control and ±100 the full control effect
Target sequence (Q13526 whole entry, looked up): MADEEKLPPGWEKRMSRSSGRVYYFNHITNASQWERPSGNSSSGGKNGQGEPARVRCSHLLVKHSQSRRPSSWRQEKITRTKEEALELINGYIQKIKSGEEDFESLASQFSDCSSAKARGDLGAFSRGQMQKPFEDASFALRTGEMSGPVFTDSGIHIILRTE
Numbers without * were called inactive; i = inactive; ? = inconclusive; · = no result given; & = joins results of further samples; [ ] = remark or other dose. Unless noted, the call rests on the fitted dose curve; in most records, active means well fitted curve in the direction sought with a large enough effect; inconclusive means small, poorly fitted or top-dose-only effect, or another doubt; inactive means no such curve, though single readings can be large; an effect the other way counts as inactive or inconclusive. Some of the compounds tested. The share of hits here may be higher or lower than overall.

Compound	TrxR1 substrate	PI4K2A inh	Tb PGK inh	HP1b binding inh	mIDH1 inhibitor	TrxR1 inh	GLS inh	USP1-UAF1 inh	Pin1 inhibitor
CC(C(=O)c1c[nH]c2ccccc12)N1CCOCC1 (stereo not drawn)	5%	5	7%	47%[activator]	1%	18%	7%	-4%	3%
Cn1cc(C(=O)N2CCC3(CC2)OCCO3)c2c3ccccc3n(C)c2c1=O	97%[activator]	1	-1%	36%	6%	10%	-2%	-1%	10%
N#CC(C(=O)C12CC3CC(CC(C3)C1)C2)c1nc2ccccc2[nH]1 (stereo not drawn)	3%	-1	7%	30%[activator]	-1%	-6%	17%	0%	9%
Cn1c(O)c(C=NCCc2c[nH]c3ccccc23)c(=O)n(C)c1=O	-20%	-2	3%	40%[activator]	2%	-21%	-3%	-11%	1%
Cc1cccc(NC(=O)COC(=O)c2cc(C)n(C3CC3)c2C)c1	-3%	4	-2%	-2%	-9%	4%	3%	-6%	4%
CC(C)(C)NC(=O)CN1CCCN(C(=O)COc2ccc(Cl)c3ccccc23)CC1	1%	-2	-9%	13%	2%	-17%	6%	-13%	1%
CCS(=O)(=O)N1CCN(C2CCC(C)CC2)CC1 (stereo not drawn)	12%	-3	-4%	?	6%	0%	8%	?	3%
O=c1c(O)c(-c2ccc(O)c(O)c2)oc2cc(O)cc(O)c12	10%[57.1 µM]	-2&-4&0	?	-8%	8%	?	0%&12%	?	?
CCN(C(=O)CSc1ncccc1C(=O)Oc1cccc([N+](=O)[O-])c1)c1cccc(C)c1	3%	17	24%	0%	3%	8%	4%	-5%	?
CCOc1ccccc1-n1c(O)c(C=Nc2ccc(N(CC)CC)cc2)c(=O)[nH]c1=O	-24%	1	i	-21%	-1%	-25%	46%[activator]	?	?
CCC(C)C1N=C(c2ccccc2)c2cc(Cl)ccc2N(CC(=O)NCc2ccco2)C1=O (stereo not drawn)	8%	4	-5%	69%[activator]	9%	5%	-3%	-26%	5%
CC(=O)OC1C2(CC3N4C(=O)C5(CO)SSC4(CC31O)C(=O)N5C)OC(C)C(C)(C)C2=O (stereo not drawn)	-1%[11.4 µM]	44	-7%	29%	-3%	12%[11.4 µM]	0%	-13%	-8%
NCC(=O)c1ccccc1	3%	4	-3%	33%	-10%	16%&2%	16%	-25%	0%
CC(=O)NCC(=O)Nc1ccc(Br)cc1C(=O)c1ccccc1	-1%	-5	-1%	14%	6%	7%[57.1 µM]	3%	0%	2%
O=Nc1c(O)c2ccccc2c2ccccc12	-15%	-9	-9%	?	42%[activator]	27%	-5%	?	-1%
O=Cc1cn(Cc2ccc(F)cc2Cl)c2ccccc12	-4%[57.1 µM]	2	-9%	73%[activator]	6%	-5%[57.1 µM]	-7%	-4%	-10%
CCc1ccccc1NC(=O)CNCc1ccccc1	-3%	3	11%	24%	-2%	2%	-1%	-14%	-20%
N[C@@H]1C[C@H]1c1ccccc1	-1%	6&-1	-5%	41%[activator]	4%	21%	25%	-1%	-6%
Cc1nn(C)c(C)c1P(=S)(c1c(C)nn(C)c1C)N(C)C	14%	1	·	-4%	3%	28%	0%	-7%	?
COc1ccc(C(=O)C(C)(C)NO)cc1	7%[57.1 µM]	0	0%	?	-1%	12%[57.1 µM]	24%	-7%	-11%
O=C1NC(=O)C(=Cc2ccc(-c3ccc(Cl)cc3)o2)C(=O)N1	7%[57.1 µM]	-13	-4%	14%	?	-60%	-1%	?	8%
CC(=O)Nc1ccc(CC(=O)N2CCN(Cc3ccccc3)CC2)cc1	2%[57.1 µM]	-6	i	5%	3%	25%[57.1 µM]	-5%	-10%	4%
CN1C(=O)C(C2c3ccccc3C(=O)N2Cc2ccc([N+](=O)[O-])cc2)C(=O)N(C)C1=O (stereo not drawn)	0%	2	i	56%[activator]	3%	11%	-9%	-22%	38%[activator]
CC(C)C(=O)Nc1nnc(CCN(CCc2nnc(NC(=O)C(C)C)s2)[N+](=O)[O-])s1	1%	0	8%	50%[activator]	0%	15%	-10%	-8%	1%
CN1CCN(c2ccc([N+](=O)[O-])c(N)c2)CC1	-19%	14	-4%	-2%	3%	-20%	12%	-4%	-3%

(further entries)
Compound	TrxR1 substrate	PI4K2A inh	Tb PGK inh	HP1b binding inh	mIDH1 inhibitor	TrxR1 inh	GLS inh	USP1-UAF1 inh	Pin1 inhibitor
O=C(c1cccc2ccccc12)C1CCCN(Cc2ccon2)C1 (stereo not drawn)	0%	-1	i	-2%	10%	11%	-9%	-5%	-13%
CN(C)C(=O)Oc1ccc(Br)cc1C(=O)Nc1ccc(F)c(Cl)c1	3%	18	-5%	56%[activator]	-1%	20%	-1%	-22%	0%
CCOP(=S)(OCC)Oc1cc(C)nc(C(C)C)n1	1%	5&1	-4%	17%	40%[activator]	14%	-1%&1%	-21%	-5%
CCc1nnc(NC(=O)CCc2nc(C3=CCN(C)CC3)no2)s1	-3%	-13	-8%	?	11%	-4%	-14%	-3%	-6%
Cc1ccc(N=C(N(C)C)P(=O)(N(C)C)N(C)C)cc1	-5%[57.1 µM]	-4	-4%	20%	0%	-1%[57.1 µM]	3%	-12%	-13%
O=c1[nH]c(=O)n(Cc2ccc(F)cc2)c(O)c1/C=N/Nc1ccccc1	7%[11.4 µM]	-10	i	8%	-5%	17%[11.4 µM]	1%	-31%	23%
Cc1ccc2c(c1)C1CN(C)CCC1N2C(=S)Nc1cccnc1 (stereo not drawn)	3%[57.1 µM]	1	-6%	14%	12%	1%[57.1 µM]	-14%	-18%	0%
COC(=O)C1=C(c2cccc(OCc3ccccc3)c2)C[C@@H]2CC[C@H]1N2C(=O)NCc1cc(C)oc1C(F)(F)F	0%	-1	0%	20%	3%	10%	2%	-11%	6%
COP(=O)(OC)C(NC(C)=O)C(Cl)(Cl)Cl (stereo not drawn)	5%[57.1 µM]	-2	-3%	50%[activator]	1%	25%[57.1 µM]	-18%	0%	2%
Cn1c(=O)n(C)c2cc([N+](=O)[O-])c(N3CCNCC3)cc21	-4%[57.1 µM]	3	-9%	45%[activator]	2%	7%[57.1 µM]	-6%	-4%	-5%
O=C(COC(=O)Cc1ccccc1)NC12CC3CC(CC(C3)C1)C2	-3%	5	-7%	36%	-7%	1%	-2%	-14%	-7%
Cc1ccc(NC(=O)Nc2cc3c(cc2N2CCCCC2)n(C)c(=O)n3C)cc1Cl	1%	-3	-6%	2%	28µM*	-1%	2%	?	-2%
O=C(/C=C/c1ccc(Br)cc1)NC(=S)N1C[C@H]2C[C@H](C1)c1cccc(=O)n1C2	5%	-3	-8%	11%	3%	-8%	2%	-13%	-5%
CCC1(CC)C(=O)N(C)C(=O)NC1=NC	6%[57.1 µM]	2	i	-2%	1%	7%[57.1 µM]	4%	10%	2%
NP(=O)(OCCCc1ccccc1)Oc1ccc(Cl)cc1 (stereo not drawn)	2%	4	-2%	24%	3%	15%	-5%	-26%	-20%
COC(=O)C1=C(c2ccc(F)cc2OCc2ccccc2)C[C@@H]2CC[C@H]1N2C(=O)NCc1ccc2c(c1)OCO2	-2%	0	1%	23%	-2%	5%	0%	-28%	7%
Cc1sc2ncn(CC(=O)NCCCC(=O)N3CCC4(CC3)OCCO4)c(=O)c2c1C	0%	1	-1%	32%	2%	2%	1%	-4%	1%
CCOC(=O)c1cccc(NC(=O)c2c(O)[nH]c(=O)[nH]c2=O)c1	3%	-5	i	?	2%	0%	3%	-28%	-2%
Cc1c(C(=O)Nc2ccccc2)cc(-c2ccccc2)n1CCCN1CCOCC1	2%[57.1 µM]	-2	-8%	-17%	3%	13%[57.1 µM]	-12%	-4%	12%
CN(C)c1ccc(C=C2C(=O)NC(=O)NC2=O)cc1	2%&4%[57.1 µM]	-11	-9%	1%[57 µM]	-2%	-8%[2.29 µM]	1%	-12%	-1%
Cc1cc(OC(=O)CCNC(=O)OC(C)(C)C)c2c3c(c(=O)oc2c1)CCC3	-13%	3	-9%	24%	6%	-8%	2%	-4%	-2%
O=S(=O)(c1ccc(F)cc1)N1CCCC1c1cccnc1 (stereo not drawn)	2%	-7	-7%	33%	16%	27%	-2%	-8%	-1%
CC(=O)O[C@H]1C[C@@H]2CC[C@@H]3[C@H](CC[C@]4(C)C(=O)CC[C@@H]34)[C@@]2(C)C[C@@H]1OC(C)=O	-5%[57.1 µM]	1	-7%	33%	-3%	0%[57.1 µM]	-3%	-11%	1%
COc1ccc(C(CNC(=O)Cc2ccc(Cl)c(Cl)c2)N(C)C)cc1 (stereo not drawn)	13%[57.1 µM]	-10	5%	16%	6%	9%[57.1 µM]	1%	-16%	5%
CCN(CC)C(=O)Oc1nnc(SC(C)C)n1-c1ccc(Cl)c(Cl)c1	3%	0	i	45%[activator]	-8%	23%[57.1 µM]	0%	-10%	-3%
O=Cc1cn(Cc2ccc(F)cc2)c2ccccc12	0%	1	-9%	56%[activator]	0%	25%	-1%	-19%	4%

Compound activity (PubChem BioAssay)
